Jurkat NFkB inh = inhibitors of the PMA/ionomycin-induced NF-kB reporter in Jurkat cells; inhibition, % at 4 µM; PMA/ionomycin-induced NF-kB luciferase reporter, luminescence; AID 435003; 0.53% of 330,000 active; in the data active = inhibition above about 50%
CXCR6 block = inhibitors of human CXCR6 receptor. inhibition, % at 20 µM. 0.36% of 360,000 active. CHO-K1 PathHunter CXCR6 beta-arrestin, luminescence. AID 602244; in the data active = inhibition above about 34%, passing the limit was not always enough;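 also: antagonist mode with CXCL16 agonist at 10 nM final; 0% = 10 nM CXCL16 with DMSO and 100% = unstimulated wells without agonist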
Target sequence (O00574 whole entry, looked up): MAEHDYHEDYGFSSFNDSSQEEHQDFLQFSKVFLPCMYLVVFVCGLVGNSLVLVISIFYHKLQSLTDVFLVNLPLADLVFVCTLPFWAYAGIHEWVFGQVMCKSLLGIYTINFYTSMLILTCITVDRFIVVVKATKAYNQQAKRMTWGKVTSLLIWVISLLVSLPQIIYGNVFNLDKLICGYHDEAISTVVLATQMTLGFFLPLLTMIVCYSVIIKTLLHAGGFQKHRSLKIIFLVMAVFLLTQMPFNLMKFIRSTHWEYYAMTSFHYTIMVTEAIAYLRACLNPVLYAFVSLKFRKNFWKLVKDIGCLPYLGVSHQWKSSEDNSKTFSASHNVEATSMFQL
Mdm2 MdmX PPI = human Mdm2/MdmX binding inhibition; O15151+Q00987; SaOS-2 split-luciferase Mdm2/MdmX complementation, luminescence; inhibition, % at 8 µM; 3% of 330,000 active;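 active = inhibition of at least 50% at 8 µM in the primary screen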
XBP1 UPR activ = adaptive UPR (XBP1) activation; CHO-XBP1 luciferase reporter, IRE1-XBP1 UPR activation, luminescence; percent of tunicamycin response, DMSO as zero; activation, % at 20 µM; 0.33% of 330,000 active; AID 463104;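 active = versus positive control, 20 µM dose yields 30% or more activation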;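 also: 100% = tunicamycin at 10 µg/mL and 0% = DMSO only wells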
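Material – CHO cell line with stable XBP1 luciferase reporter · Buffer or medium – F12 plus 10% FBS · Compound – single point, 20 µM final compound, 1% DMSO · Schedule – 16-18 h cell attachment at 37 °C, then 6 h compound exposure · Signal – Steady-Glo luminescence read · Benchmarks – high control tunicamycin 10 µg/mL final, low control DMSO vehicle only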
697 NFkB inh = inhibitors of the PMA/ionomycin-induced NF-kB reporter in 697 B cells; 697 B-cell NF-kB luciferase reporter, 16 h; inhibition, % at 4 µM; 0.33% of 330,000 active; AID 435022; in the data active = inhibition above about 35%
EBI2 block = blocks human EBI2 receptor beta-arrestin signaling. P32249. EBI2 beta-arrestin recruitment, luminescence, 7a,25-OHC stimulated. inhibition, % at 5 µM. 0.81% of 360,000 active; in the data active = inhibition above about 38%;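 also: enzyme fragment complementation signal reports receptor beta-arrestin coupling in cells; 0% = agonist plus DMSO wells and 100% = wells without agonist; some results beyond the cut were filed as inactive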
Target sequence (P32249 whole entry, looked up, the tested form may be a part): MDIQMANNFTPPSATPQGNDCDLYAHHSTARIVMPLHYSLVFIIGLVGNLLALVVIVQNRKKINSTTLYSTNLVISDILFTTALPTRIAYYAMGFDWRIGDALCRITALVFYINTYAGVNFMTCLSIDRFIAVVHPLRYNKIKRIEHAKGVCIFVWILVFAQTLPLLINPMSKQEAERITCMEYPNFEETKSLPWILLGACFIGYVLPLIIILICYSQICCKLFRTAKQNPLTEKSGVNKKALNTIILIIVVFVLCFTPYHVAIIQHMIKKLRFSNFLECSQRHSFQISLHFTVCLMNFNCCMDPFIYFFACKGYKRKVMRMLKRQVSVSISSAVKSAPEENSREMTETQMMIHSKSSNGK
CHOP UPR activ = activators of apoptotic arm of unfolded protein response (CHOP). CHO-CHOP luciferase reporter, UPR activation, luminescence; percent of tunicamycin response over DMSO baseline. activation, % at 10 µM. 0.34% of 330,000 active. AID 449763;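 active = at 10 µM dose, activation of 40% or more, normalized to positive control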;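 also: 100% = tunicamycin at 10 µg/mL and 0% = DMSO alone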
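Evaluation: % reporter activation, DMSO baseline versus tunicamycin full activation; System: CHO-CHOP luciferase reporter cell line; Input: 500 cells/well; Incubation: 6 h compound treatment, 37 °C; Measured by: Steady-Glo luciferase luminescence; Dosing: one dose, 10 µM in 0.5% DMSO; Buffer or medium: F12 medium, 10% FBS; Benchmarks: positive tunicamycin 10 µg/mL, negative DMSO alone.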
Gli-Sufu antag = blocks Gli-Sufu signaling in a luciferase reporter. Sufu-KO-LIGHT fibroblasts, Gli luciferase reporter luminescence. inhibition, % at 5 µM. 0.74% of 340,000 active. AID 588413;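 active = inhibition above about 55%, limit read from the data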;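 also: 0% = DMSO-treated cells and 100% = wells with medium but no cells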
CCR6 antag = CCR6 (human) receptor antagonism | CHO-K1 CCR6 PathHunter beta-arrestin, luminescence, CCL20-stimulated | inhibition, % at 20 µM | 0.49% of 340,000 active | AID 493098;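 active = compounds whose inhibition of the agonist-driven luminescence signal at 20 µM reaches about 50%, limit read from the data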;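 also: cells stimulated with CCL20 at 14 nM final; plate controls were DMSO with CCL20 for no effect and DMSO without agonist for full effect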
Target sequence (P51684 whole entry, looked up): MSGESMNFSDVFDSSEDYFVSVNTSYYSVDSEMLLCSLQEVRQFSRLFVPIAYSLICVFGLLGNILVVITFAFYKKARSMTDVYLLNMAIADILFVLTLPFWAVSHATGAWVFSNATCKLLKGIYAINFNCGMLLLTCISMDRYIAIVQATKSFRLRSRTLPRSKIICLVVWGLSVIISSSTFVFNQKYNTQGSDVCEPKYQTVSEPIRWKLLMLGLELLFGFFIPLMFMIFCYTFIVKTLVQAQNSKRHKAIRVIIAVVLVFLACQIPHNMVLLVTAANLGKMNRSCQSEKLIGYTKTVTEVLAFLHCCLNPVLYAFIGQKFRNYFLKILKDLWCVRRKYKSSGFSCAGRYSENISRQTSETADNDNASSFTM
The depositor's hits bear a star; / = no result given.

A first look, two compounds:
Codes – A = Jurkat NFkB inh; B = CXCR6 block; C = Mdm2 MdmX PPI; D = XBP1 UPR activ; E = 697 NFkB inh; F = EBI2 block; G = CHOP UPR activ; H = Gli-Sufu antag; I = CCR6 antag
> O=C(CNc1cccc(F)c1)Nc1cccc(S(=O)(=O)N2CCCCC2)c1
  A = -4; B = 2; C = 12; D = 0; E = 2; F = -3; G = -1.8; H = -5; I = 4

> CN(C)c1ccc(CNS(=O)(=O)c2ccc3c(c2)C(C)(C)C(=O)N3C)cc1
  A = 7; B = -5; C = -1; D = 2; E = -7; F = -5; G = 1.1; H = -7; I = 7

The list itself (from the top)
Codes – A = Jurkat NFkB inh; B = CXCR6 block; C = Mdm2 MdmX PPI; D = XBP1 UPR activ; E = 697 NFkB inh; F = EBI2 block; G = CHOP UPR activ; H = Gli-Sufu antag; I = CCR6 antag
> O=C(CNc1cccc(F)c1)Nc1cccc(S(=O)(=O)N2CCCCC2)c1
  A = -4; B = 2; C = 12; D = 0; E = 2; F = -3; G = -1.8; H = -5; I = 4

> CN(C)c1ccc(CNS(=O)(=O)c2ccc3c(c2)C(C)(C)C(=O)N3C)cc1
  A = 7; B = -5; C = -1; D = 2; E = -7; F = -5; G = 1.1; H = -7; I = 7

> CS(=O)(=O)c1ccc(N)cc1
  A = -6; B = 0; C = 20; D = -2; E = 3; F = 4; G = 0.7; H = 3; I = -5

> O=C(CSc1nccc(=O)[nH]1)N1CCc2ccccc2C1
  A = -8; B = -3; C = 16; D = -4; E = 6; F = -5; G = -2.9; H = 0; I = -7

> COc1cc(/C=C2/C(=N)N3N=C(C)SC3=NC2=O)ccc1OS(=O)(=O)c1ccc(C)cc1
  A = 19; B = 2; C = 8; D = 2; E = 8; F = -9; G = 1.3; H = -15; I = 2

> CC1CCCN(CCC(=O)c2ccccc2)C1 (configuration not stated)
  A = /; B = -1; C = /; D = /; E = /; F = 0; G = /; H = 2; I = 5

> CCOc1cc(/C=N/Nc2nncc(-c3ccccc3)n2)ccc1O
  A = 7; B = -15; C = 0; D = -2; E = 14; F = 10; G = -1.0; H = 10; I = 6

> Cc1cc(C(F)F)nn1CC(=O)NC1C(=O)N2C(C(=O)O)=C(CSc3nnnn3C)CSC12 (configuration not stated)
  A = -6; B = 8; C = 1; D = -1; E = -5; F = 0; G = 1.4; H = 2; I = -4

> CC(C)Cn1cc(Cl)c(=O)n(CC(C)C)c1=O
  A = -6; B = -1; C = 21; D = -2; E = 3; F = -2; G = -1.6; H = -12; I = 8

> Cc1nn(CC(N)=O)c(=O)c2ccccc12
  A = -12; B = 3; C = 12; D = -1; E = 7; F = -10; G = -2.6; H = 2; I = -7

> COc1ccccc1C(=O)Nc1c(C(=O)N(CCN(C)C)Cc2ccco2)oc2ccccc12
  A = 2; B = 3; C = 62*; D = -1; E = 14; F = -5; G = 2.7; H = 23; I = 23

> CCOCCCNS(=O)(=O)c1ccccc1
  A = 2; B = 2; C = 1; D = -2; E = 10; F = -1; G = -0.4; H = -2; I = 2

> CCCCn1c(C(C)NC(=O)CCC)nc2ccccc21 (configuration not stated)
  A = 6; B = 0; C = -14; D = -2; E = -17; F = -1; G = -0.1; H = 5; I = -2

> CC(C)(C)c1cc(CCC(=O)NCC2CCCO2)cc(C(C)(C)C)c1O (configuration not stated)
  A = -1; B = 0; C = 14; D = -3; E = -8; F = 2; G = 1.1; H = -5; I = 4

> COc1cc2c(ccc3cc(OC)c(OC)c(O)c32)cc1O
  A = 22; B = -2; C = 74*; D = -4; E = 11; F = 2; G = -0.7; H = 8; I = -1

> COc1cc(OC)c(N(C)S(=O)(=O)c2cccc(C(=O)Nc3nnc(C4CC4)s3)c2)cc1Cl
  A = -1; B = -8; C = 11; D = -2; E = -10; F = 3; G = 2.9; H = 2; I = 6

> C/C=C/C(=O)OCC(=O)Nc1cc(OC)c([N+](=O)[O-])cc1C
  A = 4; B = -1; C = 12; D = -2; E = 14; F = -12; G = -0.7; H = 16; I = 3

> CCOC(=O)/C(=C\c1ccc(Cl)cc1)c1nc2sc(C)c(C)c2c(=O)[nH]1
  A = 4; B = 29; C = 38; D = -2; E = -9; F = 6; G = 59*; H = -3; I = 35

> O=C(NS(=O)(=O)Oc1ccc(F)cc1F)OC[C@@H]1CCCN2CCCCC12 (some centres not stated)
  A = 2; B = -5; C = 7; D = -4; E = -12; F = 2; G = -0.2; H = 1; I = 9

> O=C(CCC(=O)c1cccs1)OCC(=O)c1ccccc1F
  A = 10; B = 2; C = -21; D = 1; E = -7; F = -12; G = -0.7; H = 35; I = 8

> Cc1ccc(N2CC(C(=O)OCc3ccc([N+](=O)[O-])cc3)CC2=O)cc1 (configuration not stated)
  A = 3; B = -6; C = -19; D = -3; E = 5; F = 3; G = -1.0; H = -31; I = 7

> Cc1ccc(CS/C(Nc2ccccc2C)=C(\C#N)C(N)=O)c(C)c1
  A = 11; B = 8; C = 9; D = -2; E = 3; F = 15; G = 1.1; H = 4; I = 10

> Fc1ccc(-c2csc(Nc3ccccn3)n2)cc1
  A = -169; B = -4; C = -183; D = 3; E = -264; F = 24; G = 1.0; H = 1; I = -3

> CCn1c(SCC(=O)N(C)CCC#N)nc2cc(S(=O)(=O)N3CCOCC3)ccc21
  A = 13; B = 1; C = 18; D = -2; E = 11; F = -14; G = 0.1; H = -4; I = -5

> COCCNC(=O)c1ccccc1-c1nc(-c2ccccc2Cl)no1
  A = -2; B = 6; C = -14; D = 2; E = -1; F = -10; G = 4.3; H = 7; I = 7

> OCCOCCn1c(C(CO)Nc2nc(-c3ccc(Cl)cc3)cs2)nc2ccccc21 (configuration not stated)
  A = -5; B = -8; C = 16; D = -2; E = -6; F = 9; G = -0.2; H = 36; I = -6

> Cc1ccc(CNC(=O)Cn2ccc(NC(=O)OCc3ccccc3)nc2=O)o1
  A = 13; B = -10; C = -23; D = 0; E = 15; F = -4; G = -1.2; H = -2; I = 0

> Cc1nn(CC(=O)NC2CCS(=O)(=O)C2)c(C)c1[N+](=O)[O-] (configuration not stated)
  A = 1; B = 12; C = 10; D = 3; E = 8; F = -9; G = 0.1; H = -2; I = -3

> CCN(C(=O)CSc1nc2nc(C)cc(C)n2n1)c1ccccc1
  A = 2; B = -12; C = -4; D = -1; E = -2; F = -2; G = 0.8; H = -8; I = 3

> CCC1CCCCN1C(=O)Cn1c(C(=O)OC)cc2ccsc21 (configuration not stated)
  A = 17; B = -4; C = -12; D = -2; E = 7; F = -12; G = -0.9; H = 5; I = 13

> O=C(O)c1cccc(NC(=S)NC(NC(=O)c2ccco2)C(Cl)(Cl)Cl)c1 (configuration not stated)
  A = 6; B = -8; C = 20; D = -1; E = 11; F = -2; G = 0.5; H = 13; I = 5

> CCCCn1c2ccccc2c2nnc(SCCN3CCCCC3)nc21
  A = -24; B = 13; C = 24; D = -2; E = -18; F = 49*; G = 0.6; H = 19; I = 15

> O=C(Cn1ncc2c([nH]c3ccccc32)c1=O)N1CCCCC1
  A = -4; B = 4; C = -1; D = -1; E = 14; F = -1; G = 2.0; H = -2; I = 2

> O=C(N/N=C1/CC2CCC1C2)c1cc2ccccc2cc1O (configuration not stated)
  A = 14; B = 8; C = 52*; D = 3; E = 11; F = 7; G = 4.3; H = -17; I = -4

> CNC(=S)Nc1ccc(OCc2ccccc2)cc1
  A = -22; B = -11; C = 5; D = -3; E = -10; F = -1; G = -0.4; H = -15; I = 11

> O=C(O)c1ccccc1-n1cnnn1
  A = -5; B = -1; C = 6; D = -4; E = 16; F = 2; G = -1.8; H = 0; I = 3

> Cc1ccc(-c2nc3c(c(=O)[nH]c(=O)n3CC(C)C)n2CC(C)C)cc1[N+](=O)[O-]
  A = 8; B = 6; C = 11; D = -2; E = 1; F = 5; G = -1.0; H = 5; I = 12

> Cc1ccc(CCNC(=O)CCS(=O)(=O)c2ccc3c(c2)oc(=O)n3C)cc1
  A = -5; B = -1; C = -7; D = -2; E = 3; F = -5; G = -0.7; H = -10; I = -4

> CN(CC(=O)Nc1ccc(C(N)=O)cc1)S(=O)(=O)c1ccc2c(c1)OCCO2
  A = 6; B = -13; C = 24; D = -1; E = 9; F = 9; G = -1.6; H = -19; I = 0

> CCOc1ccccc1Oc1cn[nH]c1-c1ccc(OC)cc1O
  A = 19; B = 7; C = 29; D = 0; E = 3; F = 10; G = -3.4; H = -1; I = 4

Next section.
molecule | Jurkat NFkB inh | CXCR6 block | Mdm2 MdmX PPI | XBP1 UPR activ | 697 NFkB inh | EBI2 block | CHOP UPR activ | Gli-Sufu antag | CCR6 antag
CCOC(=O)C1Nc2ccc(C(F)(F)F)cc2C2c3ccccc3CC12 (configuration not stated) | 6 | -5 | 97* | -8 | 26 | -2 | -7.4 | -10 | 10
CCOc1ccc2nc(N3CCCC(C(=O)NCCCN4CC(C)CC(C)C4)C3)sc2c1 (configuration not stated) | -5 | 1 | 53* | 2 | -5 | 10 | 1.4 | 20 | 30
COc1ccccc1Oc1coc2cc(OCC(N)=O)ccc2c1=O | 5 | 5 | 9 | -2 | -7 | 9 | -1.0 | 2 | 6
COc1ccc(NC(=O)C/C(C)=N/NC(=O)C2CCCCC2)c([N+](=O)[O-])c1 | 10 | 0 | 5 | 0 | 16 | -16 | 0.1 | -22 | 3
COc1cc2c(cc1OC)CN(CC(=O)Nc1cccc(C(F)(F)F)c1)CC2 | -3 | 8 | 16 | -5 | 2 | -6 | -1.2 | 7 | 16
CN(C)c1cccc(NC(=O)NC2(C)CCS(=O)(=O)C2)c1 (configuration not stated) | 15 | -6 | 12 | -3 | 8 | -1 | 1.4 | 4 | 2
CC(C(=O)OCC(=O)Nc1ccc2c(c1)OCO2)N1C(=O)c2ccccc2C1=O (configuration not stated) | -13 | 2 | 12 | -3 | 0 | 3 | 0.7 | -4 | 2
Cc1ccc(N2CC(C(=O)Nc3ccc(S(=O)(=O)Nc4nccs4)cc3)CC2=O)cc1 (configuration not stated) | -6 | 4 | -34 | 0 | 19 | -9 | -0.5 | -4 | 4
COc1ccc(NC(=O)CSc2nnc(-c3ccccc3F)n2C2CC2)cc1S(N)(=O)=O | 10 | 3 | 9 | -1 | 15 | -1 | 0.5 | 6 | 2

Single records, from the list above:
Shown for CN(C)c1ccc(CNS(=O)(=O)c2ccc3c(c2)C(C)(C)C(=O)N3C)cc1 → Jurkat NFkB inh = 7; CXCR6 block = -5; Mdm2 MdmX PPI = -1; XBP1 UPR activ = 2; 697 NFkB inh = -7; EBI2 block = -5; CHOP UPR activ = 1.1; Gli-Sufu antag = -7; CCR6 antag = 7
Shown for COc1cc(/C=C2/C(=N)N3N=C(C)SC3=NC2=O)ccc1OS(=O)(=O)c1ccc(C)cc1 → Jurkat NFkB inh = 19; CXCR6 block = 2; Mdm2 MdmX PPI = 8; XBP1 UPR activ = 2; 697 NFkB inh = 8; EBI2 block = -9; CHOP UPR activ = 1.3; Gli-Sufu antag = -15; CCR6 antag = 2
Shown for CCOC(=O)C1Nc2ccc(C(F)(F)F)cc2C2c3ccccc3CC12 (configuration not stated) → Jurkat NFkB inh = 6; CXCR6 block = -5; Mdm2 MdmX PPI = 97*; XBP1 UPR activ = -8; 697 NFkB inh = 26; EBI2 block = -2; CHOP UPR activ = -7.4; Gli-Sufu antag = -10; CCR6 antag = 10
